Screening results: PubChem BioAssay, National Center for Advancing Translational Sciences (NCATS)
AmpC inh detg: qHTS Inhibitors of AmpC Beta-Lactamase (assay with detergent); AmpC hydrolysis of nitrocefin, absorbance 480 nm, 0.01% Triton; Potency, µM (highest dose often 114 µM), inactives show top-dose activity change, negative = inhibition, usual class: inhibitors; 370,000 compounds, 0.041% hits; AID 485294, 2010;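 also: potency is read from the fitted curve at half-maximal effect; 0% = no-compound wells and -100% = no-enzyme wells; nearly all actives have a fitted effect of over 25% in size; some results filed as inactive show a strong effect at the top dose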
Target sequence (P00811 whole entry, looked up): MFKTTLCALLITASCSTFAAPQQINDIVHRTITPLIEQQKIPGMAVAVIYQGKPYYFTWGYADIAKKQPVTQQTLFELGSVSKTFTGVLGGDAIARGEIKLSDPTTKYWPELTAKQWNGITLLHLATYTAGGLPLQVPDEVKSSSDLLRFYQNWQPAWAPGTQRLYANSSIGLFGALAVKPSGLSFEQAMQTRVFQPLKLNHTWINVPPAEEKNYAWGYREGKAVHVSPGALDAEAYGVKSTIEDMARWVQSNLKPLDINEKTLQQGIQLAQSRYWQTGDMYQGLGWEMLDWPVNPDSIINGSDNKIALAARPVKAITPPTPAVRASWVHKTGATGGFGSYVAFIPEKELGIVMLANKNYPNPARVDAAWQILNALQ
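20 mM phosphate pH 7.0 + 0.01% (detergent screen) or 0.0001% Triton X-100; 5.3 nM AmpC reagent; cpd preinc 15 min RT; nitrocefin (800 uM stock) to start; A480 q20 s × 4 min; Activity was normalised to no-enzyme and no-compound control wells.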
FBPA Giardia inh: qHTS Assay for Inhibitors of Fructose-1,6-bisphosphate Aldolase from Giardia Lamblia | purified Giardia FBPA | Potency, µM (doses to about 59.6 µM), for the others: top-dose activity, negative = inhibition, usual class: inhibitors | 290,000 compounds, 0.71% hits; also: potency is read from the fitted curve at half-maximal effect; nearly all actives have a fitted effect of over 55% in size
Target sequence (A8B2U2 whole entry, looked up): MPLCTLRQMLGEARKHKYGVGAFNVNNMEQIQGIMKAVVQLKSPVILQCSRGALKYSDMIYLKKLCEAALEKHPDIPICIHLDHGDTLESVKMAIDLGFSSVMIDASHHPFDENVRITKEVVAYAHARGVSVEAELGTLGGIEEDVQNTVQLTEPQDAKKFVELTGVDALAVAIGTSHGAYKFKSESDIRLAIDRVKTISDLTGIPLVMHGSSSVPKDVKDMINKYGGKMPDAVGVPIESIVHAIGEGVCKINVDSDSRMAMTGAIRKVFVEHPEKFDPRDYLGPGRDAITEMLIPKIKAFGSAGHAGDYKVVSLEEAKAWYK
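40 nM FBPA preincubated 10 min at RT with compound (up to 57.5 uM final), then substrate plus GAPDH/TPI/NAD/arsenate coupling and diaphorase/resazurin added. Fluorescence read after 20 min at RT, 525/598 nm.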
HCMV inh: qHTS Assay for inhibitors of the human cytomegalovirus (HCMV). HFF cells, HCMV-luciferase reporter, 72 h; hits give low values. 410,000 compounds, 4.5% hits. activity change, negative = inhibition, % at 57.5 µM; in the data active = activity change below about -60%; inconclusive = no clear call, values can overlap the other calls; inactive = above about -39%
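After 16 h attachment at 37C, HFF cells received test compound and HCMV-luciferase (1 PFU/cell); reporter luminescence read 72 h later, data normalized against buffer-only and known inhibitor Salinomycin.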
AmpC inh no detg: qHTS Inhibitors of AmpC Beta-Lactamase (assay without detergent); AmpC nitrocefin hydrolysis, absorbance 480 nm, 0.0001% Triton; Potency, µM (doses to about 57.1 µM), inactives show top-dose activity change, negative = inhibition, hits mostly inhibitors; 330,000 compounds, 0.52% hits; AID 485341, 2010;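 also: potency is read from the fitted curve at half-maximal effect; plate controls were no compound for no effect and no enzyme for full effect; nearly all actives have a fitted effect of over 20% in size; some results filed as inactive show a strong effect at the top dose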
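20 mM phosphate pH 7.0 + 0.01% (detergent screen) or 0.0001% Triton X-100; 5.3 nM AmpC reagent; cpd preinc 15 min RT; nitrocefin (800 uM stock) to start; A480 q20 s × 4 min; Activity was normalised to no-enzyme and no-compound control wells.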
Sm TGR inh: qHTS Assay for the Inhibitors of Schistosoma Mansoni Peroxiredoxins; Schistosoma mansoni thioredoxin glutathione reductase (TGR), Q962Y6; purified TGR, DTNB reduction, TNB absorbance 405 nm; Potency, µM (top dose mostly 114 µM), for inactives: at the top dose activity change, negative = inhibition, hits mostly inhibitors; 360,000 compounds, 3% hits; AID 485364, 2010; also: potency is read from the fitted curve at half-maximal effect; nearly all actives have a fitted effect of over 60% in size
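Kinetic colorimetric format: TGR-catalysed, NADPH-driven DTNB reduction monitored via TNB absorbance. Enzyme dispensed at 20 nM; compound exposure 15 min at room temperature before reaction start.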
AMA1-RON2 inh: qHTS for Inhibitors of AMA1-RON; Towards Development of Antimalarial Drug Lead: Primary Screen | Potency, µM (highest dose often 58.2 µM), inactives show at the highest dose activity change, negative = inhibition, hits mostly inhibitors | AlphaScreen AMA1-biotinylated RON2 peptide binding | Plasmodium falciparum AMA1 (3D7) - RON2 peptide interaction | 360,000 compounds, 0.2% hits;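 also: potency is read from the fitted curve at half-maximal effect; 0% = vehicle wells and -100% = peptide control; nearly all actives have a fitted effect of over 45% in size; some results filed as inactive show a strong effect at the top dose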
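AMA1 (3D7) with his tag at 25 nM final met compounds first, then biotinylated RON2 peptide at 25 nM; detection used donor plus acceptor beads, 10 µg/mL apiece, read by AlphaScreen after 30 min at room temperature.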
Starred values were filed as active, the others as inactive; ? = inconclusive; nt = no result given; & = joins results of further samples; [ ] = another dose, or the depositor's remark. Unless noted, calls follow the shape of the dose curve; as a rule, active = well fitted curve in the direction sought with a large enough effect; inconclusive = small, poorly fitted or top-dose-only effect, or another doubt; inactive = no such curve, though single readings can be large; an effect the other way counts as inactive or inconclusive. Unless noted, % is scaled to controls: 0 for no effect and ±100 for the full control effect.

SMILES | AmpC inh detg | FBPA Giardia inh | HCMV inh | AmpC inh no detg | Sm TGR inh | AMA1-RON2 inh
CC1CCC2(CC1)NC(=O)N(CC(=O)NC(=O)NC1CCCC1)C2=O (stereo unspecified) | -12% | 1% | 11 | 18% | -16% | 6%
COc1ccc(C(=O)NCCNC(=O)c2cnccn2)cc1 | -5% | 4% | 34 | -18% | 10% | 3%
COc1ccc(N=C2SC(C(=O)O)CC(=O)N2Cc2ccc(OC)c(OC)c2)cc1 (stereo unspecified) | -12% | 5% | 15 | -9% | -8% | 4%
CCC(=NC)C1=C(O)CC(c2ccccc2)CC1=O (stereo unspecified) | -16% | 16% | 11 | -19% | 4% | -15%
COC(=O)c1ccc(C(C(=O)NC2CCCCC2)N(CCN2CCOCC2)C(=O)Cc2cccs2)cc1 (stereo unspecified) | 1% | -1% | -33 | -16% | -1% | -25%
COCCn1c(N)c(NCc2ccccc2)c(=O)n(CC(=O)Nc2cc(C)ccc2C)c1=O | ? | -11% | 22 | 36% | 18% | -2%
O=c1[nH]nc(CSCc2ccccc2Cl)[nH]1 | -3% | -12% | 65 | nt | 0% | 3%
CCc1ccc(N2CC(C(=O)OC)CC2=O)cc1 (stereo unspecified) | 1% | 2% | 14 | -4% | nt | ?
C=CCn1c(O)c(C(CC)=NCC2CCCO2)c(=O)[nH]c1=O (stereo unspecified) | -1% | 6% | 32 | 11% | -12% | 6%
COc1ccc2oc(=O)cc(-c3cc4ccccc4o3)c2c1 | 2% | -6% | ? | -16% | -20% | 0%
Cc1cccc(NC(=O)N(C)Cc2cccs2)c1 | -7% | -1% | 77 | -15% | 3% | -6%
Cc1nn2c(=O)cc(COC(=O)c3cccc(NC(=O)CCc4ccccc4)c3)nc2s1 | 0% | nt | 56 | nt | -1% | nt
Cc1ccc(C(=O)Oc2ccc3ccc(=O)oc3c2)cc1 | 3% | -1% | -9 | -20% | 7% | 3%
COc1ccc2cc(CCN3C(=O)c4ccccc4C3=O)c(=O)[nH]c2c1 | -11% | -4% | -7 | -24% | -18% | -3%
CCc1nc2c(c(=O)c3ccccc3n2C)c(=O)n1-c1ccc(F)cc1 | 14% | -4% | 13 | -2% | 7% | 14%[2.32 µM]
O=C1NC[C@@H](Cc2cccc3ccccc23)N(CC2CCCCC2)C1=O | -2% | -1% | -4 | 4% | -10% | -4%
COc1cc2c(cc1NC(=O)COC(=O)/C=C/c1ccc([N+](=O)[O-])cc1)oc1ccccc12 | ? | -8% | -33 | -15% | 9% | 2%
COc1ccc(-n2c(=S)[nH]c3cc(C(=O)NCCCN4CCCC4=O)ccc3c2=O)c(OC)c1 | 1% | -14% | -30 | -10% | -11% | 8%
COc1ccc(N2CCN(C(=O)CCc3nc(-c4ccc(C)cc4)no3)CC2)cc1 | 0% | 4% | 19 | 115%[activator] | 0% | -6%
CC(=O)c1cccc(NC(=O)COC(=O)COc2c(Cl)cc(Cl)c3ccc(C)nc23)c1 | -1% | 9% | 34 | 17% | -8% | 44%
Cc1cc(C)c(C#N)c(SCCS(=O)(=O)Cc2ccccc2)n1 | ? | -1% | -32 | -32% | 0% | -12%
O=C(c1cccs1)N1CCCc2cc(NS(=O)(=O)c3ccc(Br)cc3)ccc21 | -8% | nt | ? | nt | -9% | nt
CCSc1nc(O)c(C2OC(=O)c3c2ccc(OC)c3OC)c(=O)n1-c1ccccc1 (stereo unspecified) | ? | 7% | -11 | -20% | 7.1µM* | -4%
Cc1nc(-c2cccc(S(=O)(=O)N3CC(C)CC(C)C3)c2)cs1 (stereo unspecified) | -13% | 1% | -23 | -22% | 14% | 4%
COc1ccc(-c2cc(C(F)(F)F)nc(SCC(=O)NCc3ccc(OC)c(OC)c3)n2)cc1 | 26% | nt | -19 | nt | 4% | nt
Going on with the list.
SMILES | AmpC inh detg | FBPA Giardia inh | HCMV inh | AmpC inh no detg | Sm TGR inh | AMA1-RON2 inh
CNC(=S)N1CCN(c2cccc(OC)c2)CC1 | -15% | 1% | -12 | -12% | 0% | 0%
CCOC(=O)C1Cn2c(nc3c(c2=O)C2(CCCC2)Cc2ccccc2-3)S1 (stereo unspecified) | ? | 3% | -39 | 74%[activator] | -40% | 0%
CC(C)=CCC/C(C)=C/CC/C(C)=N/O | -5% | 14% | 20 | -10% | -7% | 0%
O=C(CN1CCN(c2ccccc2O)CC1)Nc1ccccc1C(=O)NCCc1ccccc1 | 8% | nt | 51 | -17% | -3% | -6%
CCn1c(=O)c(-c2ccccc2)c(O)c2ccccc21 | -2% | -19% | -17 | -5% | 1% | -2%
O=C(NC1CCCCCCC1)c1ccc(CNc2c(N3CCOCC3)c(=O)c2=O)cc1 | ? | -6% | 27 | 3% | 3% | -2%
O=c1c2[nH]c3ccc(Cl)cc3c2ncn1Cc1ccccn1 | -5% | 0% | -16 | -11% | -18% | 12%
CCOC(=O)c1c(O)c2cccc3c2n(c1=O)CC3 | -10% | -29% | 12 | 2% | -1% | 11%
COc1ccc(CNC(=O)CCCn2c(=O)c3cccn3c3cccnc32)cc1 | 15% | nt | -39&-29 | nt | 7% | -4%
O=c1[nH]c(NCCO)nnc1Cc1ccccc1 | -7% | -20% | -12 | -4% | -6% | 4%
CC(=O)c1ccc(N2CCN(C(=O)Nc3ccc(C)cc3)CC2)cc1 | -3%&3% | 0% | 12&-28 | -35% | -3%&15% | -3%
Cc1nc2cc3ccccc3cc2c(=O)[nH]1 | -12% | ? | 38 | -17% | -2% | -2%
O=C(Cc1ccc(F)cc1)N1CCC(N2CCC(C(=O)N3CCOCC3)CC2)CC1 | 5% | 0% | ? | -7% | -1% | 5%
CCOc1ccc(S(=O)(=O)N2CCCCC2)cc1NC(=O)Cc1ccccc1 | 4% | nt | -38 | -16% | 0% | -2%
CCN(CC)CCOC(=O)c1ccc(Cl)cc1 | 0% | -1% | -16 | -12% | 3% | -6%
CCCC(=O)NCc1cc(-c2nn(C)c(=O)c3ccccc23)ccc1C | -12% | 1% | 33 | 8% | -7% | -1%
CN(C)CC(O)COc1ccc(C(C)(C)c2ccc(OCC(O)CN(C)C)cc2)cc1 (stereo unspecified) | -1% | -1% | -6 | 55% | -17% | -5%
COc1cc(OC)c(NC(=O)Nc2nnc(N(C)C3CCCCC3)s2)cc1Cl | -9% | nt | -10 | nt | -4% | nt
O=C(CNC(=O)c1cccs1)NCC(=O)OCc1ccc(F)cc1 | 7% | 16% | -31 | 12% | 7%[57.1 µM] | -6%
Cc1ccc(/C(O)=C2\C(=O)C(=O)N(CC(C)O)C2c2ccccn2)cc1 (stereo unspecified) | -7% | 4% | -24 | 36% | 2% | 5%
NNC(=O)c1cc(-c2cccs2)nc2ccccc12 | 2% | 2% | -19 | -32% | -3% | 35%[activator]
O=C(CSc1ccccc1F)Nc1ccc(N2CCOCC2)cc1 | -6% | nt | 7 | -18% | -15% | -1%
O=c1[nH]c(SCc2ccc(Cl)cc2)nc2ccccc12 | 5% | -3% | 14 | -46% | 12% | 0%
CC(C)NC(=O)c1ccc2c(c1)N(CC(=O)N1CCCC1)C(=O)C(C)(C)O2 | -3% | 16% | 44 | -15% | 84%[activator] | 0%
COc1cccc(NC(=O)Nc2cc(C)ccc2F)c1 | -7% | -10% | 5 | -35% | -4% | -21%

A run of entries from the list above, for reference:
SMILES | AmpC inh detg | FBPA Giardia inh | HCMV inh | AmpC inh no detg | Sm TGR inh | AMA1-RON2 inh
CNC(=S)N1CCN(c2cccc(OC)c2)CC1 | -15% | 1% | -12 | -12% | 0% | 0%
CCOC(=O)C1Cn2c(nc3c(c2=O)C2(CCCC2)Cc2ccccc2-3)S1 (stereo unspecified) | ? | 3% | -39 | 74%[activator] | -40% | 0%
CC(C)=CCC/C(C)=C/CC/C(C)=N/O | -5% | 14% | 20 | -10% | -7% | 0%
O=C(CN1CCN(c2ccccc2O)CC1)Nc1ccccc1C(=O)NCCc1ccccc1 | 8% | nt | 51 | -17% | -3% | -6%
CCn1c(=O)c(-c2ccccc2)c(O)c2ccccc21 | -2% | -19% | -17 | -5% | 1% | -2%
O=C(NC1CCCCCCC1)c1ccc(CNc2c(N3CCOCC3)c(=O)c2=O)cc1 | ? | -6% | 27 | 3% | 3% | -2%
O=c1c2[nH]c3ccc(Cl)cc3c2ncn1Cc1ccccn1 | -5% | 0% | -16 | -11% | -18% | 12%
CCOC(=O)c1c(O)c2cccc3c2n(c1=O)CC3 | -10% | -29% | 12 | 2% | -1% | 11%
COc1ccc(CNC(=O)CCCn2c(=O)c3cccn3c3cccnc32)cc1 | 15% | nt | -39&-29 | nt | 7% | -4%
O=c1[nH]c(NCCO)nnc1Cc1ccccc1 | -7% | -20% | -12 | -4% | -6% | 4%
CC(=O)c1ccc(N2CCN(C(=O)Nc3ccc(C)cc3)CC2)cc1 | -3%&3% | 0% | 12&-28 | -35% | -3%&15% | -3%
Cc1nc2cc3ccccc3cc2c(=O)[nH]1 | -12% | ? | 38 | -17% | -2% | -2%

The results go on.
SMILES | AmpC inh detg | FBPA Giardia inh | HCMV inh | AmpC inh no detg | Sm TGR inh | AMA1-RON2 inh
COc1ccc(NS(=O)(=O)c2ccc(O)c(NC(=O)c3ccc(S(=O)(=O)N4CCCC4)cc3)c2)cc1 | -5% | 13% | 10 | ? | -6% | -9%
N#CC1=C(N)N2C(=C(C#N)C13CCN(Cc1ccccc1)CC3)Nc1ccccc12 | 1% | 3% | -3 | -5% | -17% | 40%[activator]
O=C(OCC(=O)N1CCN(S(=O)(=O)c2ccc(Cl)cc2)CC1)C1CC1 | -3% | nt | 0 | 5% | -6% | -2%
CCC/C=N/NC(=O)c1ccc(F)cc1 | -10% | -2% | ? | -33% | -2% | 1%
CCOc1ccc(-n2c(SCC(=O)NC3CCS(=O)(=O)C3)nnc2-c2cccnc2)cc1 (stereo unspecified) | -2% | 7% | ? | 10% | -1% | 22%
COc1cc(OC)cc(C(=O)OCC(=O)Nc2sccc2C(N)=O)c1 | -5% | -7% | 20 | -26% | 4% | -3%
Cc1nc(N2CCN(c3ccccn3)CC2)c2c(C)c(C(=O)Nc3ccccc3F)sc2n1 | 1% | 11% | 2 | -19% | -17% | -13%
COc1cccc(COC(=O)CSCC(=O)Nc2cccc(C)c2)c1OC | -12% | nt | -8 | -16% | -7% | -3%
O=C(C[n+]1cccc(/C=N/O)c1)N(Cc1ccccc1)Cc1ccccc1 | 2% | -1% | 8 | -4% | 0% | -6%
